PolyA inh – blocks polyadenylation in yeast reporter cells; S. cerevisiae SKY197-pL101 polyadenylation reporter, beta-gal luminescence; efflux-impaired pdr1/pdr3 knockout yeast; score 100 = 6 SD above DMSO; calls only at 12 µM; 300,000 tested, 0.02% active;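 active = lowest replicate activity score at least 50, where 100 means six control SD above control mean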;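 note: yeast exposed to compound for 9 h at 30 °C; higher score means more reporter readthrough which indicates perturbed polyadenylation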
KCNK9 inh – human KCNK9 channel inhibition; B-score at 10 µM; AID 488922; 310,000 tested, 1.2% active; HEK293 KCNK9, FluxOR thallium flux fluorescence; active compounds read low;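 active = ratio B-score over 3 SD below the library mean, with starting fluorescence within 5 SD of its mean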;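 note: negative B-score means less thallium flux so channel inhibition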
Target sequence (Q9NPC2 whole entry, looked up): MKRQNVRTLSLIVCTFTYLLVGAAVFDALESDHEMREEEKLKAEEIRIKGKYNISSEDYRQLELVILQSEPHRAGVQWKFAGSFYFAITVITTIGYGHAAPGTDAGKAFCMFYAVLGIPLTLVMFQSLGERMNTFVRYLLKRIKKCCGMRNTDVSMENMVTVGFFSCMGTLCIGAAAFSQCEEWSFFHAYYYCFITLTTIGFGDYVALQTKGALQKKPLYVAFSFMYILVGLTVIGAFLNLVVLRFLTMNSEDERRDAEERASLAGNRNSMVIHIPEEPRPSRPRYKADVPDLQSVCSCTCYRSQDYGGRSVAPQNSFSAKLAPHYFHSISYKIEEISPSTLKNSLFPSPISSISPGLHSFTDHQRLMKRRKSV
TRPC4 agonist – TRPC4 (mouse) channel activation | AID 2237 | Q9QUQ5 | B-score at 10 µM | HEK293 TRPC4beta/mu-opioid, Fluo4 calcium fluorescence; active compounds read high | 310,000 tested, 0.49% active;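 active = B-score above 5 SD of library B-scores, and initial fluorescence ratio not above library mean plus 5 SD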;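 note: positive B-score marks a calcium rise read as TRPC4 activation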
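Assay system – TRPC4beta and mu-opioid receptor HEK293 stable cells · Measured by – Fluo4 fluorescence, kinetic · Schedule – dye loading 45 min room temperature, 110 s kinetic read · Read-out – B-scored integrated calcium fluorescence ratio · Controls – buffer and maximal DAMGO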
KCNQ1 block – inhibitors of human KCNQ1 potassium channel; AID 2642; B-score at 10 µM; CHO-K1 KCNQ1, FluxOR thallium flux fluorescence; active compounds read high; P51787; 310,000 tested, 1.3% active;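 active = compounds whose thallium flux B-score, printed positive for inhibition, exceeds three library SD while starting fluorescence stays within three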;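 note: channel opened by potassium depolarization with thallium stimulus after 20 min compound exposure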
Platelet DG rel – modulates dense granule release in human platelets; AID 1663; 300,000 tested, 0.22% active; human platelet-rich plasma, SFLLRN dense granule ATP release, luminescence; inhibition, %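 (compounds screened at 7.5 µM in platelet-rich plasma)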;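 active = mean replicate score, as percent of positive control, at or above 50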
KCNK3 block – human KCNK3 channel inhibition, primary screen | B-score at 10 µM | AID 602410 | 340,000 tested, 0.84% active | O14649 | CHO-KCNK3 thallium flux, FluxOR fluorescence; active compounds read low;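 active = B-score under library mean minus 4 SD, starting fluorescence ratio at most library mean plus 5 SD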;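 note: more negative B-score means stronger inhibition of thallium flux through KCNK3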
Target sequence (O14649 whole entry, looked up): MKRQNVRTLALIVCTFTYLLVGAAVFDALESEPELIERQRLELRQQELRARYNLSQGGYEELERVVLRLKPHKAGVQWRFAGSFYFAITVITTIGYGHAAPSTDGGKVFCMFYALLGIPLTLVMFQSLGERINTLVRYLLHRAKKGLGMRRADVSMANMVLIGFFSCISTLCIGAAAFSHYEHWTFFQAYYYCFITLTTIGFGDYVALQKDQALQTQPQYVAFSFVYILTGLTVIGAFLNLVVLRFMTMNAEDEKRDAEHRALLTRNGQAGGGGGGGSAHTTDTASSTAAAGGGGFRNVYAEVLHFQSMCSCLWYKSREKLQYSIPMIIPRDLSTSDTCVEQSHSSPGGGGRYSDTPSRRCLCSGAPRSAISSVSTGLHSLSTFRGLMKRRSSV
DYRK1A inh – inhibitors of rat Dyrk1A kinase; Q63470; ADP-Glo luminescence, NFATc1 peptide; inhibition, % at 12.5 µM; 310,000 tested, 0.43% active; in the data active = inhibition above about 50%;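 note: plate controls were vehicle with enzyme for no effect and no enzyme for full effect; many of its hits are not listed in these tables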
hERG protect – shields human hERG channel from block by proarrhythmic agents; Q12809; CHO-hERG, FluxOR thallium flux, dofetilide IC70 present; activation (rescue from dofetilide block), less the hit threshold, % at 10 µM; 310,000 tested, 0.51% active; AID 1511;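 active = activation above the mean of controls blocked by dofetilide plus 5 SD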;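 note: thallium influx through hERG after potassium depolarization seen as dye fluorescence rise; in these data hits start at about 4.7%; inactives centre near -7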
TRPC4 potent – TRPC4 (mouse) allosteric potentiation | Q9QUQ5 | B-score at 10 µM | 310,000 tested, 0.42% active | AID 2227 | HEK293 TRPC4beta/mu-opioid, DAMGO EC20, Fluo-4 Ca2+ flux; active compounds read high;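 active = B-score of calcium response area above 5 SD of library B-scores, with initial fluorescence ratio within 5 SD of library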;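 note: B-score of integrated fluorescence ratio over time as area under calcium response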
KCNQ1 pot – potentiators or activators of human KCNQ1 potassium channel; P51787; CHO-K1 KCNQ1, thallium flux FluxOR fluorescence; active compounds read high; B-score at 10 µM; 310,000 tested, 0.35% active;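 active = fluorescence ratio B-score, a plate-corrected score, at least three library SD, with initial intensity B-score within 5 SD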
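Doses: Single concentration per compound, DMSO matched to controls | Test system: KCNQ1-transfected CHO-K1 cells | Timing: 90 min dye loading and 20 min compound exposure, both at room temperature | Measured by: Kinetic FluxOR thallium fluorescence, 10-s 1-Hz baseline, 110-s post-stimulus read | Medium: Assay buffer with matched DMSO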
TRPC4 block – blocks the mouse TRPC4 cation channel | 300,000 tested, 0.39% active | HEK293 TRPC4beta/mu-opioid, DAMGO-evoked Fluo4 calcium flux; active compounds read low | Q9QUQ5 | B-score at 10 µM;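 active = B-score over 3 SD under the library average, no early fluorescence shift, positive overall ratio signal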
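System: stable TRPC4beta/mu-opioid receptor HEK293 cells; Dosing: single-point compound dosing; Measured by: Fluo4 Ca2+ flux fluorescence; Read-out basis: per-well B score of integrated baseline-normalized Fluo4 ratio.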
Active calls of the source: *; i = inactive; x = no result given. These rows are one share of the data. The share of hits here may be higher or lower than overall.

The line under a structure holds: PolyA inh, KCNK9 inh, TRPC4 agonist, KCNQ1 block, Platelet DG rel, KCNK3 block, DYRK1A inh, hERG protect, TRPC4 potent, KCNQ1 pot, TRPC4 block
NNc1nc2ccccc2nc1C(F)(F)F
    i, i, i, i, -3.6, i, 1.5, -3.3, i, i, i
O=C1NCC(=O)N(Cc2ccccc2)/C1=C/c1ccccc1
    i, i, i, i, -3.5, i, -0.8, -4.2, i, i, i
O=C(CSc1nc2ccccc2o1)N1c2ccccc2Sc2ccc(C(F)(F)F)cc21
    i, i, i, i, 0.5, i, -4.5, -5.1, i, i, i
COc1ccc(C(=O)Nc2ccc(NC(=O)c3cccc(F)c3)cn2)cc1
    i, i, i, i, 1.7, i, 7.7, -5.9, i, i, i
CSc1ccc(S(=O)(=O)NCc2ccc(Cl)cc2)cc1
    i, i, i, i, 0.3, i, 10.2, 0.1, i, i, i
COc1ccc(C(=O)[C@H]2[C@H]3C(=O)N(c4ccc(C)cc4)C(=O)[C@H]3C3C=CC=NN32)cc1 (stereo partly specified)
    i, i, i, i, -6.9, i, x, -4.1, i, i, i
Cc1ccc(OC(C)C(=O)N(Cc2cccs2)C2CCS(=O)(=O)C2)cc1C (stereo unspecified)
    i, i, i, i, -27.7, i, -4.1, -9.3, i, i, i
Cc1occc1C(=O)N1CCC2(CCCN(Cc3ccc(F)c(F)c3)C2)C1 (stereo unspecified)
    i, i, i, i, -23.8, i, 0.9, -9.4, i, i, i
CCOCCCNC(=O)C1CCCN1S(=O)(=O)c1ccc(Cl)cc1 (stereo unspecified)
    i, i, i, i, -2.1, i, -2.7, -12.0, i, i, i
CC(=O)c1ccc2c(c1)OCCOCCOc1ccc(C(C)=O)cc1OCCOCCO2
    i, i, i, i, 18.4, i, 4.1, -9.1, i, i, i
CN(c1ccccc1)c1ccc(/C=C(\CCC(=O)O)c2nc3ccccc3s2)cc1[N+](=O)[O-]
    i, i, i, i, -2.4, i, -4.9, -14.0, i, i, i
C=CCOC(=O)C1=C[C@H](c2coc3ccccc3c2=O)C[C@H](OCc2ccc(CO)cc2)O1
    i, i, i, i, 4.4, i, 2.1, -9.4, i, i, i
Cc1nc(Cl)sc1C(=O)Nc1cccc(Cl)c1C
    i, i, i, i, 4.2, i, 2.0, -8.4, i, i, i
CC(=O)O[C@H]1C[C@@]2(O)[C@@H](OC(=O)c3ccccc3)C3[C@@](C)([C@@H](O)C[C@H]4OC[C@@]34OC(C)=O)[C@@H](O)[C@H](OC(C)=O)C(=C1C)C2(C)C (stereo partly specified)
    i, i, i, i, -2.3, i, -1.1, -4.5, i, i, i
O=C(NNC(=O)c1cnccc1C(F)(F)F)c1cccc(Cl)c1
    i, i, i, i, 2.1, i, -13.5, -9.7, i, i, i
O=c1ccc2ccccc2n1Cc1cccc(F)c1
    i, i, i, i, -8.5, i, 4.4, -1.2, i, i, i
COC(=O)CCSCC(=O)Nc1nnc(C)s1
    i, i, i, i, -1.7, i, 2.2, -7.0, i, i, i
CC1CCCCN1S(=O)(=O)c1ccc(C(=O)Nc2nnc(-c3ccco3)o2)cc1 (stereo unspecified)
    i, i, i, i, 0.8, i, 3.5, -6.5, i, i, i
CC(CCc1ccccc1)NC(=O)C(=O)NCc1ccccc1 (stereo unspecified)
    i, i, i, i, 6.6, i, -2.6, -5.3, i, i, i
COc1ccc(OC)c(S(=O)(=O)N(C)CC(=O)N2CCN(c3cccc(Cl)c3)CC2)c1
    i, i, i, i, 1.7, i, 8.5, -3.2, i, i, i
O=C(Nc1ccc(N2CCN(C(=O)c3ccc(Cl)cc3)CC2)cc1)c1cccnc1
    i, i, i, i, -5.0, i, -3.6, -3.1, i, i, i
Cc1cc(C)nc(NS(=O)(=O)c2ccc(N/C=C\C(=O)c3cccs3)cc2)n1
    i, i, i, i, -1.9, i, 10.9, -15.7, i, i, i
O=C1CS/C(=N/N=C/c2cccs2)N1Cc1ccc(F)cc1
    i, i, i, i, -8.0, i, x, -11.5, i, i, i
CCCn1c(SCC(=O)NC2CCCCC2)nnc1-c1ccccn1
    i, i, i, i, 2.8, i, -4.8, -3.1, i, i, i
Cc1c(C(=O)N(Cc2ccccc2Cl)C2CCS(=O)(=O)C2)oc2ccccc12 (stereo unspecified)
    i, i, i, i, -3.2, i, -3.3, -10.2, i, i, i
COc1ccc(-c2cc(C(=O)N3CCC3)c3ccccc3n2)cc1OC
    i, i, i, i, 0.3, i, 9.0, -19.9, i, i, i
COc1cccc(C(=O)c2c[nH]c(C(=O)NCc3cccs3)c2)c1
    i, i, i, i, -0.1, i, -4.1, -3.9, i, i, i
O=C(Nc1nc2ccsc2c(=O)s1)c1ccco1
    i, i, i, i, 28.3, i, x, -4.7, i, i, i
O=C(O)c1[nH]c2ccc(Cl)cc2c1CCN1C(=O)c2ccccc2C1=O
    i, i, i, i, 1.0, i, 66.3*, -3.2, i, i, i
CC1C2CC(C(CN(C)C)/C2=N/O)C1(C)C (stereo unspecified)
    i, i, i, i, 5.8, i, 4.9, -2.0, i, i, i
Cc1nc2ccccn2c1CN(C)C(=O)C1CCC(=O)N(Cc2cccc(F)c2)C1 (stereo unspecified)
    i, i, i, i, 1.7, i, 4.8, -8.2, i, i, i
Cn1c(Cc2ccc(Cl)cc2)nnc1SCC(=O)NC1CC1
    i, i, i, i, -10.4, i, 3.5, -5.0, i, i, i
O=C(OCC(=O)N1CCCc2ccccc21)c1ccccc1NCCO
    i, i, i, i, 3.6, i, x, -18.3, i, i, i
N/C(=N\OS(=O)(=O)c1ccccc1)c1ccccn1
    i, i, i, i, -4.8, i, -2.1, -4.8, i, i, i
CCCCCCCCCCCCN1[C@@H](CC(C)=O)c2cc(C(F)(F)F)ccc2S1(=O)=O
    i, i, i, i, -3.3, i, x, -3.9, i, i, i
C=CC1=C(C(=O)O)N2C(=O)[C@@H](NC(=O)/C(=N/OCC(=O)O)c3csc(N)n3)[C@H]2SC1
    i, i, i, i, -0.4, i, -10.5, -5.4, i, i, i
Cc1nnsc1C(=O)NC(=O)Nc1ccc(F)c(Cl)c1
    i, i, i, i, 14.9, i, -0.2, -2.6, i, i, i
Cc1ccc(-c2cc(-c3ccccc3Cl)[nH]n2)c(O)c1
    i, i, i, i, -4.9, i, -1.3, -2.4, i, i, i
CC1(C)SC2c3ccccc3C(=O)N2[C@@H]1C(=O)NC1CCCC1 (stereo partly specified)
    i, i, i, i, 8.0, i, -0.1, -4.6, i, i, i
CN(C)c1ccc(P(=O)(OC2CCCCC2)C(Nc2ccccc2)c2cccnc2)cc1 (stereo unspecified)
    i, i, i, i, -10.2, i, x, -13.0, i, i, i
CC(NC(=O)c1cc([N+](=O)[O-])cc([N+](=O)[O-])c1)c1ccc(-n2ccnc2)cc1 (stereo unspecified)
    i, i, i, i, -3.0, i, 2.9, -9.3, i, i, i
CCc1oc(C(=O)OC)cc1CSC(=N)N
    i, i, i, i, -21.0, i, 21.6, -15.3, i, i, i
O=C(CN1C(=O)S/C(=C\c2ccc(F)cc2)C1=O)Nc1cccc(S(=O)(=O)NCc2ccco2)c1
    i, i, i, i, -4.9, i, 3.0, -13.4, i, i, i
CC(C)C(=O)Nc1ccc(C(=O)NCc2cccnc2)cc1
    i, i, i, i, 2.1, i, 5.3, -13.7, i, i, i
CCc1nnc(NS(=O)(=O)c2ccc(NC(=O)/C=C/C(=O)O)cc2)s1
    i, i, i, i, 4.8, i, 2.9, -5.0, i, i, i
CC(=O)Nc1cccc(C(=O)N2CCC(n3nccc3NC(=O)CC(C)C)CC2)c1
    i, i, i, i, 0.9, i, -0.3, -10.0, i, i, i
O=C(CSc1nc(-c2cccs2)cc(C(F)(F)F)n1)NCCCN1CCOCC1
    i, i, i, i, 10.5, i, 6.3, -9.8, i, i, i
Cc1ccc(Oc2nc3c(c(=O)n(Cc4ccccc4F)c(=O)n3C)n2C)cc1
    i, i, i, i, 2.0, i, 1.9, -5.4, i, i, i
COc1ccc(C(=O)c2sc(Nc3ccccc3)nc2C)cc1
    i, i, i, i, -5.6, i, 3.6, -2.7, i, i, i
COCCn1c(=O)c2c(nc3n2CC(C)CN3Cc2ccccc2)n(C)c1=O (stereo unspecified)
    i, i, i, i, -1.4, i, 1.8, -3.8, i, i, i
CC1CCN(c2c(NCC3CCC(C(=O)NCc4ccc(F)cc4)CC3)c(=O)c2=O)CC1 (stereo unspecified)
    i, i, i, i, 0.3, i, 6.2, -10.5, i, i, i
Cc1onc(-c2ccccc2Cl)c1C(=O)Nc1sc2c(c1C(N)=O)CCC(C)C2 (stereo unspecified)
    i, i, i, i, 1.5, i, 0.4, -6.7, i, i, i
O=C(COC(=O)CCOc1ccccc1)NCCC1=CCCCC1
    i, i, i, i, 8.2, i, 5.2, -8.0, i, i, i
Cn1c(=O)[nH]c(=O)c2c1nc1n2CCCS1
    i, i, i, i, 11.4, i, -4.1, -8.8, i, i, i
O=C(Nc1ccc(Br)cc1)c1cnc[nH]1
    i, i, i, i, -4.0, i, -0.8, -5.3, i, i, i
CC(=O)c1sc(NC(=O)c2ccc3c(c2)OCO3)nc1C
    i, i, i, i, 8.8, i, 1.5, -8.8, i, i, i
CCOc1ccc2nc(N3CCC(C(=O)NC4CCCCC4)CC3)sc2c1
    i, i, i, i, -10.1, i, 2.6, -6.1, i, i, i
COc1cc(C(=O)NCc2nnc(SCC(=O)N3CCCCCC3)o2)cc(OC)c1OC
    i, i, i, i, -1.3, i, 0.7, -6.3, i, i, i
COc1ccc(CC(NC(C)=O)C(=O)NC2CCN(C(=O)C3CCCCC3)CC2)c(OC)c1 (stereo unspecified)
    i, i, i, i, -10.9, i, 1.2, -5.3, i, i, i
Cn1c(=O)c2c(nc(Oc3ccccc3N)n2C)n(C)c1=O
    i, i, i, i, -8.4, i, 4.1, -10.2, i, i, i

An excerpt of these results, with bars between the fields.
Molecule | PolyA inh | KCNK9 inh | TRPC4 agonist | KCNQ1 block | Platelet DG rel | KCNK3 block | DYRK1A inh | hERG protect | TRPC4 potent | KCNQ1 pot | TRPC4 block
O=C(CSc1nc(-c2cccs2)cc(C(F)(F)F)n1)NCCCN1CCOCC1 | i | i | i | i | 10.5 | i | 6.3 | -9.8 | i | i | i
Cc1ccc(Oc2nc3c(c(=O)n(Cc4ccccc4F)c(=O)n3C)n2C)cc1 | i | i | i | i | 2.0 | i | 1.9 | -5.4 | i | i | i

From PubChem
